JMJD2E inh: blocks human JMJD2E demethylase activity; JMJD2E catalytic domain, FDH-coupled NADH fluorescence (FDH is formaldehyde dehydrogenase); B2RXH2; AID 2147; actives 1.6% (n = 230,000); Potency, µM (top dose mostly 57.1 µM), for the others: at the top dose activity change, negative = inhibition, most hits filed as inhibitors; active = well fitted inhibition curve with a large enough effect, not every such curve was filed as active; inconclusive = small, poorly fitted or top-dose-only effect, or another doubt; inactive = no such curve, though single readings can be large or run the other way;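 note: 0% = wells with enzyme and -100% = buffer wells without enzyme; nearly all actives have a fitted effect of over 50% in size; many of its hits are not listed in these tables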
ALDH1A1 inh: ALDH1A1 (human) enzyme inhibition. P00352. Purified ALDH1A1, NADH fluorescence, propionaldehyde substrate. Potency, µM (series often up to 75.3 µM), without a hit: top-dose activity, negative = inhibition, actives largely listed as inhibitors. actives 7.3% (n = 220,000). AID 1030; active = well fitted inhibition curve with a large enough effect, not every such curve was filed as active; inconclusive = small, poorly fitted or top-dose-only effect, or another doubt; inactive = no such curve, though single readings can be large or run the other way;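 note: plate controls were no enzyme wells and a reference inhibitor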
GoLoco inh red: blocks human Gai1 binding to RGS12 GoLoco peptide, red readout | actives 0.44% (n = 230,000) | P63096 | AID 880 | Potency, µM (top dose mostly 61.6 µM), without a hit: at the highest dose activity, negative = inhibition, actives largely listed as inhibitors | Gai1:RGS12 GoLoco peptide FP, rhodamine, 10 min; active = well fitted inhibition curve with a large enough effect, not every such curve was filed as active; inactive = no such curve, though single readings can be large or run the other way; note: % is set by controls: 0 for no effect and ±100 for the full control effect; nearly all actives have a fitted effect of over 30% in size; many of its hits are not listed in these tables
RECQ1 helicase: RECQ1 (human) helicase inhibition; actives 0.54% (n = 240,000); RECQ1 DNA unwinding, red fluorescence kinetic read; AID 2549; Potency, µM (highest dose often 57.3 µM), without a hit: top-dose activity, negative = inhibition, most hits filed as inhibitors;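 note: plate controls were vehicle for no effect and no enzyme for full effect; nearly all actives have a fitted effect of over 30% in size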
Target sequence (P46063 whole entry, looked up): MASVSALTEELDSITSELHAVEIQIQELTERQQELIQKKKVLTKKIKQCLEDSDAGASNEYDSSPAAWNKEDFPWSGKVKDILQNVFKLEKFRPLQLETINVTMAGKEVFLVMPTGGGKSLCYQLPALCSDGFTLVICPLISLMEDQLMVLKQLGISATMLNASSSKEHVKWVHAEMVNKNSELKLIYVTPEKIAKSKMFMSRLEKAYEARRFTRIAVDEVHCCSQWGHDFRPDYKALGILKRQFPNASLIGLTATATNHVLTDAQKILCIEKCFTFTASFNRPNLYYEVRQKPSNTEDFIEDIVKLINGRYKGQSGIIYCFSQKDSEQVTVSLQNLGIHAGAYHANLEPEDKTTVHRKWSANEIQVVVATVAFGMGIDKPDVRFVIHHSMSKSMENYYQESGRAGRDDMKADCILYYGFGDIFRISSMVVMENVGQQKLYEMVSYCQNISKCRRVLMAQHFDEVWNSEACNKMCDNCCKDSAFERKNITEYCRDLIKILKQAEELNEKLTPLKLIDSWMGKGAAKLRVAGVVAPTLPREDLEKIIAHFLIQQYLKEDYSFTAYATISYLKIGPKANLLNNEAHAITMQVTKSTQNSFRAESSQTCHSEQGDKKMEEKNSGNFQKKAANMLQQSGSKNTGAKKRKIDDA
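50 nM RECQ1T1 preincubated 15 min with compound in Tris pH 8.0 buffer with MgCl2, DTT, Tween-20 and 2.5 ug/ml poly(dI-dC); started with 200 nM TAMRA/BHQ-2 forked duplex and 2 mM ATP. Unwinding read as fluorescence (525/598 nm), two reads 2 h apart.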
LMNA splice mod: modulators of lamin A splicing | HeLa LMNA splicing GFP/RFP minigene ratio, 48 h | Potency, µM (doses to about 46.1 µM), inactives show at the top dose ratio change, negative = inhibition, actives largely listed as inhibitors | actives 0.01% (n = 200,000); active = well fitted inhibition curve with a large enough effect in the signal ratio, with a control signal flat, not every such curve was filed as active; inconclusive = small, poorly fitted or top-dose-only effect, or effect the other way, or a change in a side signal; the % refers to the signal ratio; note: % is set by controls: 0 for no effect and ±100 for the full control effect
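S3 HeLa cells stably expressing lamin A-EGFP splicing minigene plus DsRed2, 600 cells/well, 48 h compound exposure at 37C. Laser-scanning cytometry; analysed as GFP (500-530 nm)/RFP (575-640 nm) total intensity ratio; 0.5% DMSO vehicle.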
TRb-SRC2 inh: disrupts binding of human TR beta to SRC2. P10828. TRbeta-SRC2 peptide binding, fluorescence polarization; receptor liganded with 1 µM T3. Potency, µM (doses to about 106 µM), inactives show top-dose activity change, negative = inhibition, usual class: inhibitors. actives 0.065% (n = 280,000);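 note: plate controls were bound peptide for no effect and peptide without receptor for full effect; nearly all actives have a fitted effect of over 50% in size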
Target sequence (P10828 whole entry, looked up): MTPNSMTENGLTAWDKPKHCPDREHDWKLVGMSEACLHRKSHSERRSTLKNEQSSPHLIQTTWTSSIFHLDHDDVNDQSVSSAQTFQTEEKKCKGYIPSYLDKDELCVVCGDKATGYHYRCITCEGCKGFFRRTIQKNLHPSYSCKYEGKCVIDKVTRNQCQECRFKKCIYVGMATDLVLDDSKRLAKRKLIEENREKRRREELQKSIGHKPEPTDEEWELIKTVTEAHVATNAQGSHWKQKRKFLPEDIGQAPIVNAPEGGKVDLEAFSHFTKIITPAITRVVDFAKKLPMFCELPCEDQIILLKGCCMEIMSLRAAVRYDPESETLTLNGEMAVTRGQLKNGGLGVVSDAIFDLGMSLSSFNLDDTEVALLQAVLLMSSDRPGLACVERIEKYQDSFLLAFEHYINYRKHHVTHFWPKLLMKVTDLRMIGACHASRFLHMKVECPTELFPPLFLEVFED
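Assay buffer: 20 mM Tris-HCl, 100 mM NaCl, 10% glycerol, 1 mM EDTA, 0.01% NP-40, 1 mM DTT, 1 uM T3, 5% DMSO; TRb LBD 0.6 uM, Texas Red SRC2 20 nM; FP after 5 hr.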
SMN2 splice enh: increases expression of the SMN2 splice variant | AID 1458 | actives 2.8% (n = 210,000) | Potency, µM (doses to about 46.1 µM), without a hit: at the highest dose activity change, positive = activation, most hits filed as activators | HEK293 SMN2-luciferase splicing reporter, luminescence, 30-36 h; note: % of control where 0% means no effect; nearly all actives have a fitted effect of over 55% in size
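HEK293 cells carry an SMN2 minigene-luciferase reporter in which exon 7 inclusion puts luciferase in frame. Cells were seeded at 2000 cells/well, attached for 10-12 hours, then exposed to compounds for 30-36 hours at 37C before ONE-Glo luminescence.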
TexasRed fluor: counter-screen for TRb-SRC2 inhibitors: fluorescence interference; TRb/SRC2 Texas Red total fluorescence interference; actives 0.29% (n = 280,000); Potency, µM (doses to about 106 µM), for the others: at the highest dose fluorescence change, negative = quenching; active = well fitted curve in either direction with a large enough effect; inconclusive = small, poorly fitted or top-dose-only effect; note: % is set by controls: 0 for no effect and ±100 for the full control effect
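Flags fluorescent or light-absorbing compounds by total fluorescence, S + 2P, at 555 nm excitation and 632 nm emission. Mixture: 20 nM Texas Red SRC2 peptide, 0.6 uM human TRb LBD, 1 uM T3, 5% DMSO; compound exposure 5 h at ambient temperature.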
Active calls of the source: *; i = inactive; u = inconclusive; x = not tested or not shown; [ ] = another dose, or the depositor's remark. Unless noted, calls come from the whole dose curve; as a rule, active = well fitted curve in the direction sought with a large enough effect; inconclusive = small, poorly fitted or top-dose-only effect, or another doubt; inactive = no such curve, though single readings can be large; an effect the other way counts as inactive or inconclusive. Potency is the fitted concentration of half-maximal effect.

The opening 3 records, to show the layout:
SMILES | JMJD2E inh | ALDH1A1 inh | GoLoco inh red | RECQ1 helicase | LMNA splice mod | TRb-SRC2 inh | SMN2 splice enh | TexasRed fluor
O=C(O)c1cc(S(=O)(=O)Nc2ccc(N3CCCCC3)cc2)ccc1Cl | 2% | 3% | -5% | 0% | u | -4% | -18% | -1%
CCOC(=O)C1CCCN(c2c(N3CCN(C4CCCCC4)CC3)c(=O)c2=O)C1 (configuration not stated) | -12% | u | 7% | -11% | -3% | -2% | 1% | 1%
COc1ccc(N2CCN(c3cc(=O)n(Cc4ccc(F)cc4)c(=O)[nH]3)CC2)cc1 | -10% | u | 0% | -9% | -11% | -7% | -25% | -8%

The list itself, from the start:
SMILES | JMJD2E inh | ALDH1A1 inh | GoLoco inh red | RECQ1 helicase | LMNA splice mod | TRb-SRC2 inh | SMN2 splice enh | TexasRed fluor
O=C(O)c1cc(S(=O)(=O)Nc2ccc(N3CCCCC3)cc2)ccc1Cl | 2% | 3% | -5% | 0% | u | -4% | -18% | -1%
CCOC(=O)C1CCCN(c2c(N3CCN(C4CCCCC4)CC3)c(=O)c2=O)C1 (configuration not stated) | -12% | u | 7% | -11% | -3% | -2% | 1% | 1%
COc1ccc(N2CCN(c3cc(=O)n(Cc4ccc(F)cc4)c(=O)[nH]3)CC2)cc1 | -10% | u | 0% | -9% | -11% | -7% | -25% | -8%
O=c1cc(CN2CCN(c3ccccc3)CC2)nc2scc(-c3ccccc3)n12 | -15% | u | 43%[activator] | -14% | -26%[46 µM] | -2% | -35%[inhibitor] | -1%
Cn1cccc1Cc1nnc(SCC(=O)NCC2CCCO2)n1-c1ccc(F)cc1 (configuration not stated) | -7% | -4% | 8% | 2% | -13% | -5% | -6% | -5%
C/C(=N\NC(=O)CSCc1ccc(Cl)cc1)c1ccc(NC(=O)c2ccccc2)cc1 | 2% | 5% | -1% | -4% | 5% | -3% | 17% | -4%
COc1ccc(OC)c(NC(=O)c2ccc(CSc3nnc(C)s3)cc2)c1 | 17% | -10% | 6% | i | 23%[46 µM] | 2% | -11% | 2%
CCCS(=O)(=O)N1CCC(C(=O)NCc2ccccc2Cl)CC1 | 5% | 1% | 2% | -2% | -6% | -25% | 6% | -2%
COC(=O)c1[nH]c2c(c1C)C(=O)CC(c1cccs1)C2 (configuration not stated) | -2% | 0% | 7% | 2% | -28% | 2% | x | -2%
Cc1cc(C)cc(Nc2nc3ccccc3c(=O)[nH]2)c1 | u | 12% | 3% | i | -6%[46 µM] | -2% | -1% | -4%
COc1ccc(/C=C/C(=O)NC(=S)NCC2CCCO2)cc1 (configuration not stated) | u | u | 9% | 0% | x | -11% | -9% | 4%
Cc1ccc(NC(=O)CSc2n[nH]c(C)c2[N+](=O)[O-])cc1C | 8% | -14% | 16% | -6% | -9% | 2% | -20% | u
Cn1cccc1C(=O)N1CCC2(CC1)CN(c1cccc(-c3ccccc3)c1)C2 | x | -8% | 8% | -22% | x | x | -35%[inhibitor] | x
COc1ccc(/C=N/Nc2cc(=O)n(C)c(=O)n2C)cc1OC | 3% | u | 8% | 11% | -8% | 11% | 1% | -1%
COc1ccc(C2C(C(=O)c3ccco3)=C(O)C(=O)N2c2nnc(C)s2)cc1 (configuration not stated) | -11% | -13% | 1% | i | x | 5% | 0% | 0%
CCOc1cnn(Cc2ccccc2)c(=O)c1SCc1ccccc1 | 8% | 2% | 2% | -7% | -1% | -1% | -2% | -2%
C=C(C)CSc1nnc(-c2cccc(Cl)c2)n1N | 5% | u | 3% | -3% | -2% | -9% | 15% | 0%
COc1ccc(C(=O)Nn2cnc3ccccc3c2=O)c(OC)c1 | -10% | 0% | 4% | -16% | -3% | 1% | 14µM* | -1%
CN(C)S(=O)(=O)Nc1ccccn1 | -7% | 0%[13.5 µM] | 4%[14.2 µM] | i | x | 1% | -16%[9.22 µM] | 2%
CCn1c2ccccc2c2nnc(SCC(=O)OCN3C(=O)c4ccccc4C3=O)nc21 | 6% | 2% | x | -5% | -1% | -19% | x | 1%

Reprinted from the part before: 4 entries; new compounds follow.
SMILES | JMJD2E inh | ALDH1A1 inh | GoLoco inh red | RECQ1 helicase | LMNA splice mod | TRb-SRC2 inh | SMN2 splice enh | TexasRed fluor
C=C(C)CSc1nnc(-c2cccc(Cl)c2)n1N | 5% | u | 3% | -3% | -2% | -9% | 15% | 0%
COc1ccc(C(=O)Nn2cnc3ccccc3c2=O)c(OC)c1 | -10% | 0% | 4% | -16% | -3% | 1% | 14µM* | -1%
CN(C)S(=O)(=O)Nc1ccccn1 | -7% | 0%[13.5 µM] | 4%[14.2 µM] | i | x | 1% | -16%[9.22 µM] | 2%
CCn1c2ccccc2c2nnc(SCC(=O)OCN3C(=O)c4ccccc4C3=O)nc21 | 6% | 2% | x | -5% | -1% | -19% | x | 1%
COc1ccc(N(C(=O)Cn2nnc3ccccc32)C(C(=O)NCc2ccco2)c2cccnc2)cc1 (configuration not stated) | -8% | -3% | 2% | -10% | 2% | -13% | -3% | -2%
COc1ccc(N(C(=O)CCl)C(C(=O)NCCc2ccccc2)c2cccs2)cc1 (configuration not stated) | 2% | 1% | 3% | -2% | u | -8% | -11%[1.84 µM] | 1%
CN(C)c1ccc(C2OC(=O)C(C)(C)C(=O)C2(C)C)cc1 (configuration not stated) | 4% | 7% | x | -2% | 1% | -1% | x | -4%
O=C(NCCCN1CCN(c2ccccc2F)CC1)C1CCN(S(=O)(=O)c2cccs2)CC1 | 9% | 7% | 9% | -4% | 6% | -2% | -42%[inhibitor] | 1%
N#Cc1c(C(F)(F)F)cc(-c2ccccc2)nc1SCCN1CCOCC1 | 7% | -9% | 3% | i | 3% | -5% | -11% | -3%
CSCCC(NC(=O)C12CC3CC(CC(C3)C1)C2)C(=O)OCC(=O)c1ccc(Cl)cc1 (configuration not stated) | 0% | 1% | 2% | -11% | 11% | -9% | -13% | -1%
CC(C)OC(=O)CC1C(=O)NCCN1C(=S)NC(=O)c1ccccc1 (configuration not stated) | -25% | -6% | -20% | 18% | x | 1% | -18% | 2%
C=CC[n+]1c(-c2ccc(C)cc2)csc1NNC(=O)Nc1ccccc1 | -15% | -13% | -2% | 3% | u | 5% | -76%[inhibitor] | 2%
O=C(NCC1CCN(C(=O)c2ccc([N+](=O)[O-])cc2)CC1)C(=O)Nc1ccccc1 | 6% | 6% | 2% | -6% | x | -3% | -65%[inhibitor] | 1%
COCCNC(=S)N/N=C(\C)c1ccc(OC)cc1 | 11% | 4% | -4% | -8% | 5% | 3% | 0% | 0%
NC(=O)CSC1=Nc2ccccc2C2=NC(CCC(=O)NCc3ccc(F)cc3)C(=O)N12 (configuration not stated) | u | u | 4% | 5% | 8% | -12% | 12% | -5%
CCC(C)(C)n1nnnc1C(c1cccc(C#N)c1)N1CCN(c2cc(C)ccc2C)CC1 (configuration not stated) | 0% | 0% | 6% | -7% | -1% | -9% | -10% | -5%
O=C(NNC(=O)c1cc2cc(Br)ccc2oc1=O)c1ccc(O)cc1 | 3% | 3% | 10% | i | -19%[46 µM] | -3% | -4% | -7%
Cc1nn(-c2ccccc2)c2sc(C(=O)NCCN3CCOCC3)cc12 | u | u | 4% | 9% | 2% | -18% | -4% | 2%
COc1ccc(NC(=O)COC(=O)c2ccco2)c([N+](=O)[O-])c1 | 2% | 2% | 4% | -6% | -9%[46 µM] | -6% | 11% | -1%
Cc1ccc(NC(=O)CN2C(=O)NC(Cc3ccccc3)C2=O)c(Br)c1 (configuration not stated) | 2% | 12% | 2% | i | x | 2% | 0% | -1%
CCSc1ccccc1C(=O)NCc1ccc2c(c1)OCO2 | -1% | u | -6% | -12% | 10% | -18% | -8% | 2%
Cc1ccc2nc(NC(=O)CN(C)S(=O)(=O)c3ccc(Br)s3)sc2c1 | 7% | -4% | 8% | i | u | -4% | -17% | -2%
Cc1ccc(NC(=O)c2sc(Cl)nc2-c2ccccc2)cc1C | 3% | -7% | 1% | -7% | -1% | -10% | 18% | -1%
CC(C)c1cc(Br)ccc1OCCN1C(=O)NC(C)(C)C1=O | -6% | -18% | 7% | 1% | x | 2% | 7% | 0%

In the list so far, these have a cyano group:
SMILES | JMJD2E inh | ALDH1A1 inh | GoLoco inh red | RECQ1 helicase | LMNA splice mod | TRb-SRC2 inh | SMN2 splice enh | TexasRed fluor
N#Cc1c(C(F)(F)F)cc(-c2ccccc2)nc1SCCN1CCOCC1 | 7% | -9% | 3% | i | 3% | -5% | -11% | -3%
CCC(C)(C)n1nnnc1C(c1cccc(C#N)c1)N1CCN(c2cc(C)ccc2C)CC1 (configuration not stated) | 0% | 0% | 6% | -7% | -1% | -9% | -10% | -5%

New compounds follow:
SMILES | JMJD2E inh | ALDH1A1 inh | GoLoco inh red | RECQ1 helicase | LMNA splice mod | TRb-SRC2 inh | SMN2 splice enh | TexasRed fluor
O=C(CCCn1cnc([N+](=O)[O-])n1)Nc1cccc(O)c1 | 4% | -4% | -4% | -13% | 11%[46 µM] | -2% | 6% | -4%
CCCS(=O)(=O)N1CCN(CC2CC3C=CC2C3)CC1 (configuration not stated) | u | -5% | 2% | -2% | 6% | 5% | -20% | -3%
O=C(Nc1ccc(N2CCCC2)c(Cl)c1)c1ccco1 | -11% | u | -10% | -5% | u | -9% | 6.3µM* | -1%
O=C(CN1CCC(NC(=O)c2ccccc2F)CC1)Nc1ccc2c(c1)OCCO2 | 7% | 13µM* | 1% | i | x | -1%[53 µM] | x | -2%[53 µM]
Cc1ccc(C2C(C#N)=C3N=C(N)c4ccccc4N3C3=C2C(=O)CCC3)cc1 (configuration not stated) | 8% | x | 2% | 3% | x | -2% | x | 2%
CCn1c(=O)c(C)nn2c3ccccc3nc12 | 0% | -1% | 4% | -1% | -2% | 11% | -4% | -1%
CNC(=O)CN(c1ccc(C(C)C)cc1)S(C)(=O)=O | 3% | 7% | 5% | i | 3% | 2% | 15% | 1%
Cc1ccc2nc(-c3ccccc3N)[nH]c2c1 | u | u | 16% | i | x | 9% | 7.1µM* | -15%

This is a subset; the hit share may differ from the screen's.
